LGR2 antag – Drosophila LGR2 receptor signaling inhibition | HEK293 LGR2, CRE-luciferase, bursicon-stimulated, 4 h | inhibition, % at 9.99 µM | hit rate 0.35% among 380,000 | AID 720647;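 active means drop in luminescence signal, shown as inhibition above about 50% in the replicate tests, limit read from the data, passing the limit was not always enough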;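 further: agonist challenge used bursicon conditioned medium at about half maximal strength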
S100A4 inh HTS – S100A4-myosin IIA interaction inhibition; P26447; hit rate 0.14% among 360,000; S100A4/TAMRA-MyoIIA peptide fluorescence polarization; inhibition, % at 10.7 µM; AID 652163;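 active means mean inhibition of at least 70% across replicates, with every replicate also reaching that level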
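Material: S100A4 monomer protein / Buffer or medium: 50 mM HEPES pH 7.2, 10 mM CaCl2, 100 mM KCl / Times: 5 min incubation before reading / Benchmarks: neutral control DMSO, positive control TFP / Reagent: labelled myosin peptide probe, 5 nM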
ERAP1 HTS inh – blocks human ERAP1 aminopeptidase activity; Q9NZ08; recombinant ERAP1, Leu-AMC fluorescence, 60 min; inhibition, % at 10.7 µM; hit rate 0.15% among 340,000; AID 652197;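 active means mean replicate inhibition of at least 30%, or all replicates individually reaching that 30% level; inactive means mean below 30% and not every replicate reaching it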;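 further: 0% = neutral control wells and 100% = L-leucinethiol positive control wells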
EWS-Fli inh – EWS/Fli transcriptional activity inhibition; A673 NR0B1-luciferase reporter, viability-normalised; inhibition, % at 12.6 µM; hit rate 0.67% among 350,000; AID 651661;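 active means mean inhibition of at least 50% after viability correction, with every replicate also passing that limit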;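 further: firefly luciferase signal divided by Alamar Blue viability fluorescence both relative to DMSO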
FN deposition inh – fibronectin deposition inhibition. hit rate 0.086% among 350,000. inhibition, % at 12.6 µM. AH1F fibroblasts, Alexa488-fibronectin deposition fluorescence, overnight;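 active means mean inhibition across replicates of 30% or more, regardless of how many single replicates reach that level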;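 further: positive control wells lacked labelled fibronectin entirely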
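test system = AH1F fibroblasts assembling fluorescent fibronectin matrix | quantity = 10000 AH1F cells per well | buffer or medium = DMEM plus 2% serum, read in PBS | doses = single dose, pinned | incubation = 1 h cell attachment, overnight exposure to compound and label | detection = fluorescence at 485 nm excitation, 525 nm emission | read-out basis = inhibition from reduced deposited-fibronectin fluorescence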
PAX8 inh HTS – inhibitors of PAX8 transcriptional activity in RMG-I cells | RMG-I TPO-luciferase reporter, SteadyGlo, 24 h | inhibition, % at 12.6 µM | hit rate 1.2% among 360,000;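 active means mean replicate inhibition at least 60% with every replicate also reaching 60%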;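 further: luciferase light reporting Pax8 driven TPO promoter activity; plate controls were median of neutral control wells for no effect and mitoxantrone controls for full effect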
PglD DTNB – inhibitors of Campylobacter jejuni PglD acetyltransferase; purified PglD enzyme, DTNB colorimetric CoA detection; inhibition, % at 12.5 µM; hit rate 0.098% among 360,000; AID 602405; in the data active means inhibition above about 16%, passing the limit was not always enough; further: strong numbers were not always called active
PGC1a acetyl inh – modulators of PGC1a acetylation. AID 651687. inhibition, % at 15.6 µM. hit rate 0.17% among 350,000. U2OS PGC1a acetylation, AlphaScreen anti-acetyl-lysine; with virally co-expressed GCN5 acetyltransferase;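 active means every replicate shows inhibition of at least 40%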;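 further: 0% = neutral control wells and 100% = positive control wells; some results beyond the cut were filed as inactive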
An asterisk follows results filed as active; · = not tested or not shown.

No.	canonical_smiles	LGR2 antag	S100A4 inh HTS	ERAP1 HTS inh	EWS-Fli inh	FN deposition inh	PAX8 inh HTS	PglD DTNB	PGC1a acetyl inh
1	CC(C)(C)C(=O)NC(NC(=O)C(C)(C)C)c1ccc([N+](=O)[O-])cc1	-8	·	·	·	·	15	2	-2
2	O=C(C[C@H]1C=C[C@H](NS(=O)(=O)c2ccc(F)cc2)[C@H](CO)O1)NC1CCC1	14	6	-5	-9	-14	0	-2	9
3	COc1ccc(C(=O)Nc2cccc3c2CCCC3)c(OC)c1	-31	6	1	-31	7	-5	8	-12
4	C[C@H]1CCCCO[C@H](CN(C)CC2CCCCC2)[C@@H](C)CN([C@@H](C)CO)C(=O)c2cc(NS(=O)(=O)c3cccs3)ccc2O1	9	-1	-2	10	·	0	0	6
5	COc1ccc(NC(=O)N(CCC(C)C)C(C)c2ccccn2)c(OC)c1 (stereo unspecified)	0	-7	4	-6	-10	14	2	2
6	Cc1ccc(S(=O)(=O)c2nc(NCc3ccc4c(c3)OCO4)sc2Cl)cc1	24	·	·	·	7	·	-3	0
7	CN(CCCC(=O)Nc1ccncc1)S(=O)(=O)c1ccc(Cl)cc1	·	·	·	·	-10	17	-4	3
8	CCC(=O)N1C[C@@H](C)[C@H](OC)CN(C)C(=O)c2cc(NC(=O)c3cc(C)on3)ccc2OC[C@H]1C	-3	·	·	-7	-9	·	·	32
9	COc1ccc(S(=O)(=O)N2CCOC2CNC(=O)C(=O)NCC(C)C)cc1OC (stereo unspecified)	1	-2	-1	0	5	-14	-1	0
10	COc1ccc(-c2ccc([C@@H]3[C@@H](CO)N4C(=O)CN(C(=O)Cc5ccccn5)C[C@@H]34)cc2)cc1	0	·	·	2	-4	·	·	9
11	Cc1ccc(S(=O)(=O)NN2C(=O)/C(=C/c3cccnc3)SC2=S)cc1	-2	4	7	-2	14	4	0	2
12	CCC(=O)N1[C@H](CO)[C@@H](c2ccc(-c3cccc(F)c3)cc2)[C@@H]1CNC(C)=O	1	·	·	4	-6	-22	3	6
13	COc1ccc(-c2cc(C(=O)Nc3ccc4c(c3)OCO4)no2)cc1OC	-10	2	0	-22	-1	-22	5	·
14	Cc1cc(OCC(=O)N(C)Cc2ccccc2)ccc1Br	-39	-7	0	-73	13	-59	0	·
15	O=C(C[C@@H]1CC[C@H]2[C@@H](COC[C@@H](O)CN2S(=O)(=O)c2ccc(F)cc2)O1)N[C@@H]1CCN(Cc2ccccc2)C1	-12	-1	1	11	-2	21	-43	2
16	COc1cc(Br)c(S(=O)(=O)Nc2c(C)n(C)n(-c3ccccc3)c2=O)cc1OC	1	·	·	·	-2	·	-4	-9
17	Cc1cccc(NC2=NC(=S)N(c3cccc(C(=O)O)c3)C23CCCCC3)c1	14	-20	0	6	2	-24	·	·
18	O=C(CSc1nc(=O)n(CCCN2CCOCC2)c2c1CCC2)Nc1ccccc1F	-12	1	-2	-9	0	-10	-5	4
19	Cc1ccc(NCN2C(=O)c3ccccc3C2=O)c(C)n1	1	6	1	-3	12	-8	·	·
20	CCNC(=S)Nc1ccc(Oc2ccccc2)cc1	-8	-6	7	·	-3	17	0	-8
21	CO[C@H]1CN(C)C(=O)c2cc(NS(C)(=O)=O)ccc2OC[C@@H](C)N(CC2CCOCC2)C[C@@H]1C	6	-3	4	-1	-1	-11	-2	12
22	COc1ccc(N2CCN(C(=O)c3ccc(Cl)c(S(=O)(=O)N4CCOCC4)c3)CC2)cc1	-2	-17	-7	3	14	2	2	4
23	COc1ccccc1OCCOCCOc1ccc(C)cc1[N+](=O)[O-]	1	11	0	-5	-1	-5	3	-6
24	O=S(=O)(NCCc1csc(-c2cccnc2)n1)c1ccc(Cl)s1	-2	-4	1	14	7	8	1	1
25	COc1ccc(NC(=O)Nc2ccc3oc(C)nc3c2)cc1	-67	0	5	-79	11	-121	·	·
26	CSc1ccccc1NC(=O)C1(C)CCN1C(=O)Cc1ccc(-c2ccccc2)cc1 (stereo unspecified)	5	-3	1	15	-5	13	1	-5
27	N#CC1=C2SCN(c3ccccc3)CN2C(=O)CC1c1ccccc1Cl (stereo unspecified)	-18	-2	8	2	-13	-15	5	-4
28	CCOC(=O)C1=C(COC(=O)/C=C/c2cccc(Br)c2)NC(=O)NC1C (stereo unspecified)	-6	3	2	5	5	-14	-2	-26
29	CC(=O)Nc1cccc(-c2ccnc3c2CC(C(=O)Nc2ccc4c(c2)OCO4)O3)c1 (stereo unspecified)	-10	0	2	39	-9	10	3	-44
30	C[C@@H]1CCCCO[C@H](CN(C)C(=O)Nc2cccc3ccccc23)[C@@H](C)CN([C@H](C)CO)C(=O)c2cc(NC(=O)c3ccncc3)ccc2O1	10	-30	-6	2	·	-2	-1	-2
31	COCC(=O)N(C)C[C@H]1Oc2cc(C#CCN(C)C)ccc2S(=O)(=O)N([C@@H](C)CO)C[C@@H]1C	7	-3	-5	-5	7	·	3	8
32	Cc1cccc2c1N(CCOc1ccccc1)C(=O)C2=O	10	-18	-3	38	3	16	·	-7

Source: PubChem (Broad Institute)
